Growth percent in the NCI-60 one-dose screen (48 h, 10 µM unless noted): 100 = growth as untreated, 0 = no growth, -100 = all killed.
HL-60(TB) – HL-60(TB) leukemia cells; 78,000 compounds, 9% hits; AID 1794776; active means growth percent below 10
* marks the source's active call; other numbers are inactive results; & = joins results of further samples; [ ] = another dose, or the depositor's remark. This is a subset; the hit share may differ from the screen's.

SMILES | HL-60(TB)
CCCCNC(c1ccc(Cl)cc1)C(O)c1ccc(Cl)cc1 (stereo not drawn) | 20
O=C(c1ccccc1)C(CN1CCOCC1)c1ccccc1 (stereo not drawn) | 12
CC1(COc2ccc3ncc(C#Cc4cncc(C(=O)Nc5cccc(C(F)(F)F)c5)c4)n3n2)COC1 | 40
CNCC[C@H](Oc1cccc2ccccc12)c1cccs1 | 86
COC(=O)Cc1[nH]c(Cl)nc1C(N)=O | 85
O=C(O)C1C2CCC(CC2)C1C(=O)O (stereo not drawn) | 107
CCn1cc(C2=C(c3cn(C)c4ncccc34)C(=O)N(O)C2=O)c2cccnc21 | 91
Cc1c(C(=O)O[C@H]2[C@@H]3[C@H](C)CC[C@H]3[C@]3(C)O[C@@]2(C2CCCCC2)C[C@H]3OC(=O)CO)ccc2ccccc12 | -32*
CC1=CC(c2cccc(Cl)c2)C(=O)/C1=C\c1cn(CCCn2cc(/C=C3/C(=O)C(c4cccc(Cl)c4)C=C3C)c3ccccc32)c2ccccc12 (stereo not drawn) | 93
CN(C)C(=O)OCc1nc2nc(Cl)nc(N3CCOCC3)c2[nH]1 | 101
O=C(NC(CSCc1ccccc1)C(=O)O)OCc1ccccc1 (stereo not drawn) | 86
COc1cc(NCC(O)CN(CC(C)C)CC(C)C)c2ncccc2c1 (stereo not drawn) | 63
Cc1ccc(S(=O)(=O)Oc2ccc(-c3cn4ccoc4n3)cc2)cc1 | 100
O=C(c1ccc(O)cc1)C1[C@H](c2ccccc2Br)[C@@H](c2ccccc2)NC12C(=O)Nc1ccc(Cl)cc12 (stereo partly drawn) | -17*
COc1cc(/C=N/Nc2ccc(Cl)cc2)cc(OC)c1OC | 46
CC(/C=C1\SC(=S)N(CCC(=O)NC(C(=O)O)C(C)C)C1=O)=C\c1ccccc1 (stereo not drawn) | 99
Cc1ccc(/C=N/O)cc1 | 105
COc1ccc(/C=N/n2c(CN3CCCC3)nc3ccccc3c2=O)cc1 | 107
O=C1OC(Cc2ccccc2)(c2ccccc2)c2ccccc21 (stereo not drawn) | 55
COC(=O)/C=C1/S/C(=N\N=C\c2ccc(OS(=O)(=O)C(F)(F)C(F)(F)C(F)(F)C(F)(F)F)cc2)N(c2ccccc2)C1=O | 96
CCCCCCOc1ccc(/C=N/Nc2cc(C)nc3ccc(Br)cc23)cc1 | -14*
Cc1nc([P+](c2ccccc2)(c2ccccc2)c2ccccc2)c(NCCO)o1 | 87
C=CCn1cc(-c2nc3ccccc3s2)c2cc(-c3ccc4c5c(cccc35)C(=O)N(C3CCCCC3)C4=O)ccc21 | 101
Nc1c(C(=O)NN2C(=O)c3ccccc3C2=O)sc(S)c1-c1nc2ccccc2s1 | 96
O=C1C2C(C(=O)[N]1[Hg][c]1ccccc1)C1(Cl)C(Cl)=C(Cl)C2(Cl)C1(Cl)Cl (stereo not drawn) | -18*
Cc1nn(-c2ccc(Cl)cc2)c2ncnc(NCCc3ccccc3)c12 | 71
O=S(=O)(O)c1cccc2ccccc12 | 102
CCOC(=O)CNCc1ccccc1 | 91
Clc1cccc(/C=N/Nc2nc(N/N=C/c3cccc(Cl)c3Cl)nc(N3CCOCC3)n2)c1Cl | 104
O=C(N/N=C\c1ccc(F)cc1)c1ccc2nc(-c3ccc(Br)cc3)[nH]c2c1 | 79
COc1ccc(-c2nnc(COc3ccc(Cl)cc3Cl)o2)cc1OC | 89
Cc1[nH]c2ncnc(Nc3ccc(NC(=O)Nc4cccc(Cl)c4)cc3)c2c1C | 71
Cc1cn([C@H]2C[C@H](F)[C@@H](CO[P@@](=O)(N[C@@H](C)C(=O)OC(C)C)Oc3ccccc3)O2)c(=O)[nH]c1=O | 99
Nc1cc(S(=O)(=O)O)cc2cc(S(=O)(=O)O)c(N=Nc3ccccc3)c(O)c12 | 84
O=[N+]([O-])c1ccc(C(c2ccccc2)c2ccccc2)cc1 | 79
Oc1ccc(Cl)c2c1CCC2 | 95
CCCN(CCC)CCc1cccc2c1CC(=O)N2 | 102
COc1ccc(/C=N/NC(=O)Cn2c(-c3ccc(S(C)(=O)=O)cc3)nc3cc(Cl)ccc32)cc1 | -52*
Cc1ccc(-c2cc(-c3ccc(Cl)cc3)nc(NC(=O)c3cccnc3)n2)cc1 | 110
CCN(CC)CCCC(C)Nc1ccnc2cc(Cl)c(SCc3ccccc3)cc12 (stereo not drawn) | -65*
CCOC(=O)C1=C(c2c(O)[nH]c(C)c2C(=O)OCC)C(=O)N=C1C | 114
Brc1ccc(-c2nn(-c3ccccc3)cc2-c2nn[nH]n2)s1 | 103
Cc1ccc(S(=O)(=O)F)cc1Cl | 103
Nc1nnc(-c2ccccn2)c(-c2c[nH]c3ccc(Cl)cc23)n1 | 111
Cc1ccc2nc(NC(=O)CSc3nc(Nc4ccccc4)c(C#N)c(-c4ccccc4)n3)sc2c1 | 97
O=[N+]([O-])c1ccc(O)c(Cc2cc([N+](=O)[O-])ccc2O)c1 | 103&108
CC(=O)Nc1ccc(/C=N/NC(N)=S)c(C)c1 | 94
CC(C(=O)O)c1ccc2oc(-c3ccc(Cl)cc3)nc2c1 (stereo not drawn) | 138
COc1cc2oc(-c3cccc(NC(=O)c4cc(N)ccc4C)c3)cc(=O)c2c(OC)c1OC | 101
CC1(C)CC[C@]2(C(=O)N3CCOCC3)CC[C@]3(C)C(=CC[C@@H]4[C@@]5(C)C/C(=C/c6ccco6)C(=O)C(C)(C)[C@@H]5CC[C@]43C)[C@@H]2C1 | 57
OCC#Cc1cn(Cc2ccccc2)c2c(N3CCOCC3)ncnc12 | 99
NCC1=C(c2ccccc2)Nc2ncc(-c3ccc(Cl)c(Cl)c3)n2C1O (stereo not drawn) | 87
C=C(C)[C@@H]1CC[C@]2(C)[C@H](C(=O)C=C3[C@@H]4C[C@](C)(C(=O)OC)CC[C@]4(C)CC[C@]32C)[C@@]1(C)CCC#N | 52[100 µM]
CC(Cc1ccccc1)c1ccccc1 (stereo not drawn) | 105
COc1ccc(CCO)cc1 | 64
CSC1=Nc2c(c(C)c(-c3ccccc3)n2CCCC(=O)O)C2=NC(=O)C[C@H](C)N12 | 93
CC(=O)C1Cc2ccccc2C1=O (stereo not drawn) | 97
COc1cc2ncnc(Oc3ccc(NC(=O)Nc4ccc(CN5CCOCC5)c(C(F)(F)F)c4)c4ccccc34)c2cc1OC | -23*
COc1cc2nc(Sc3nnc(N)s3)n(-c3ccccc3)c(=O)c2cc1OC | 91
COc1cc(C(C)n2cc(-c3ccccc3)nn2)ccc1OC1CCCCC1 (stereo not drawn) | 44
(continued)
SMILES | HL-60(TB)
Nc1cc(-c2ccc3c(c2)OCCO3)nn1-c1nc2ccccc2[nH]1 | 91
Cc1nc(N=C(N)N)nc2ccc3ccccc3c12 | 23
OCCN(Cc1cccnc1)Cc1ccccn1 | 86
CCCCc1ccc2nc(NC(=O)OC)[nH]c2c1 | -66*
CN1C2CCC1/C(=C\c1ccc(Br)cc1F)C(=O)/C2=C/c1ccc(Br)cc1F | 59
COc1ccc(N2C(=O)CC(Sc3ccccc3N)C2=O)cc1 (stereo not drawn) | 101
CCCCCC(=O)NNc1ccccc1 | 30
CN(C)c1ccc(/C=c2\sc3nc4ccccc4n3c2=O)cc1 | 95
O=C(NO)c1ccc(Cn2ccc3c(Nc4ccccc4)ncnc32)cc1 | 0.9*
Cn1c(=O)[nH]c2nc(SCC(=O)c3ccc(Cl)cc3)[nH]c2c1=O | 104
CCCCCCCCOC(=O)c1[nH]cnc1/N=N\N(C)C | 76
C=C(C)[C@@H]1CC[C@]2(CO)CC[C@]3(C)[C@H](CC[C@@H]4[C@@]5(C)CCC(=O)NC(C)(C)[C@@H]5CC[C@]43C)[C@@H]12 | 95
COc1cccc2c(=O)c3c(sc12)c(NCCCNCCO)nc1ccccc13 | 60
COc1ccc(C(=O)c2ccccc2CN2C(=O)c3ccccc3C2=O)cc1 | 103
CCOC(=O)/C(C#N)=C\N(C)C | 100
COc1nc2ccc(C)cc2cc1-c1nc2c(cnn2-c2ccc(Br)cc2)c(=O)[nH]1 | 24
C=CCNC(=O)N(C)C | 100
O=c1[nH]cc(F)c(=O)[nH]1 | 60
O=C(O)c1ccccc1C(=O)OC1CCCC2CCCC21 (stereo not drawn) | 104
O=C(CSc1nc2sc3c(c2c(=O)n1-c1ccc(Cl)cc1)CCCC3)NNC(=O)c1ccccc1 | 119
Cc1ccc(C(=O)COc2cccc(/C=C3\Oc4ccc(Cl)cc4C3=O)c2)cc1 | 100
CCOC(=O)Cc1nc(N)n(C(=O)Nc2ccc(Cl)cc2)n1 | 121
COc1cc(NCc2cn(-c3ccc(C(=O)O)cc3)nc2-c2ccc(C(=O)O)cc2)cc(OC)c1OC | 120
O=[N+]([O-])c1ccc(CCl)cc1 | 106
O=C(NC1CC1)c1ccc(-c2nc3ccccc3s2)s1 | 109
CC(C)NC(=O)c1cc(-c2ccc(NC(=O)Nc3cc(C(F)(F)F)cc(C(F)(F)F)c3)cc2)nc2cccnc12 | 98[8.25 µM]
OCC(O)C1OC(c2ccccc2)OC(CO)C1O (stereo not drawn) | 101
COc1ccc(-c2[nH]c3ncc(-c4ccc(Cl)cc4)n3c(=O)c2C#N)cc1 | 91
CNC(=O)c1cc(Oc2ccc3c(c2)sc2nc(-c4ccc(C(F)(F)F)cc4)cn23)ccn1 | 94
COc1ccc(C2C(Oc3ccccc3)C(=O)N2c2ccc(OC)cc2)cc1 (stereo not drawn) | 72
Cc1cccc(NC(=O)c2sc3nc4c(cc3c2N)CCCC4)c1C | 9.1*
CCN(CC)c1ccc(/C=N/Nc2nc(-c3ccc(C)cc3)cs2)c(O)c1 | 70
O=C(CCn1c[n+](CC(=O)c2ccc(Br)cc2)c2ccccc21)Nc1cccc2cccnc12 | 112
CN1C(=S)N2CN3CCCN(C3)CN3C(=S)NC1C32 (stereo not drawn) | 94
CCCCCC1C(C(=O)OCC)C(=O)NC1(C(=O)OCC)C(=O)OCC (stereo not drawn) | 105
CCOC(=O)C(Cc1c[nH]c2ccccc12)C(=O)OCC | 107
Clc1ccccc1-c1ccc(-c2nn3c(Cc4ccccc4)nnc3s2)o1 | 94
CS(=O)(=O)O[C@H]1CO[C@H]2[C@@H]1OC[C@H]2OS(C)(=O)=O | 113
O=C(O)CCN1C(=O)/C(=C/C(Cl)=C/c2ccccc2)SC1=S | 5.8*
CCC1=C[C@H]2CN(CCc3c([nH]c4ccccc34)[C@@](C(=O)OC)(c3cc4c(cc3OC)N(C)[C@H]3[C@@](O)(C(=O)OC)[C@H](OC(C)=O)[C@]5(CC)[C@@H]6C[C@@H]6CN6CC[C@]43[C@@H]65)C2)C1 | -33*
CCc1c(C)c2cc3c(c(C)c2oc1=O)OCC(c1ccc(OC)cc1)=N3 | 96
FC(F)(F)c1ccc2c(c1)n1cnnc1c1nncn21 | 104
N#Cc1c(NC(=O)c2ccc([N+](=O)[O-])s2)[n+]([O-])c2ccc(F)cc2[n+]1[O-] | 86
Cc1ccc(=O)[nH]n1 | 102&100
CSc1nc2c(c(=O)n1C)C(c1ccc(Cl)cc1)C1=C(N2)/C(=C/c2ccc(Cl)cc2)CCC1 (stereo not drawn) | 87

The list goes on; it opens with the 2 that closed the last part.
SMILES | HL-60(TB)
Cc1ccc(=O)[nH]n1 | 102&100
CSc1nc2c(c(=O)n1C)C(c1ccc(Cl)cc1)C1=C(N2)/C(=C/c2ccc(Cl)cc2)CCC1 (stereo not drawn) | 87
O=C1OCC/C1=C\c1ccc([N+](=O)[O-])cc1 | 96
O=C1Nc2cc(-c3ccncc3)ccc2/C1=C/c1ccc[nH]1 | 100
O=S(=O)(O)C1(O)CCCCC1 | 88
COC1/C=C/OC2(C)Oc3c(C)c(O)c4c(O)c(c(/C=N/Nc5ccc([N+](=O)[O-])cc5[N+](=O)[O-])c(O)c4c3C2=O)NC(=O)C(C)=C/C=C/C(C)C(O)C(C)C(O)C(C)C(OC(C)=O)C1C (stereo not drawn) | -1.3*
COc1cc(C2C(C(=O)OC/C=C/c3ccc4c(c3)OCO4)C(c3cc(OC)c(OC)c(OC)c3)C2C(=O)OC/C=C/c2ccc3c(c2)OCO3)cc(OC)c1OC (stereo not drawn) | 125
CCn1c(Sc2nnc(/N=C3\NC(=O)CS3)s2)nc2c1c(=O)n(C)c(=O)n2C | 111
N#Cc1c(-c2ccc(Cl)cc2)nc(SCC(=O)NNc2ncnc3ccccc23)n(Cc2ccccc2)c1=O | 103
CCC1(CCC(C)C)SC(N)=NC1=O (stereo not drawn) | 93&91
NC(=O)c1nnsc1-c1ccco1 | 102
COc1ccc(-c2nc3ncccn3c2-c2nc3ccc(Br)cc3[nH]2)cc1 | 81
O=C(O)CSCc1nc2ccccc2[nH]1 | 136
CCN(CC)c1ccnc(SCc2ccccc2)n1 | 102
NC(=O)Cc1ccccn1 | 80
COc1ccc2c(c1)C(c1ccc(N(CCCl)CCCl)cc1)=NCC2 | 68

Molecules above that contain fluorine, in the order listed:
SMILES | HL-60(TB)
CC1(COc2ccc3ncc(C#Cc4cncc(C(=O)Nc5cccc(C(F)(F)F)c5)c4)n3n2)COC1 | 40
COC(=O)/C=C1/S/C(=N\N=C\c2ccc(OS(=O)(=O)C(F)(F)C(F)(F)C(F)(F)C(F)(F)F)cc2)N(c2ccccc2)C1=O | 96
O=C(N/N=C\c1ccc(F)cc1)c1ccc2nc(-c3ccc(Br)cc3)[nH]c2c1 | 79
Cc1cn([C@H]2C[C@H](F)[C@@H](CO[P@@](=O)(N[C@@H](C)C(=O)OC(C)C)Oc3ccccc3)O2)c(=O)[nH]c1=O | 99
Cc1ccc(S(=O)(=O)F)cc1Cl | 103
COc1cc2ncnc(Oc3ccc(NC(=O)Nc4ccc(CN5CCOCC5)c(C(F)(F)F)c4)c4ccccc34)c2cc1OC | -23*
CN1C2CCC1/C(=C\c1ccc(Br)cc1F)C(=O)/C2=C/c1ccc(Br)cc1F | 59
O=c1[nH]cc(F)c(=O)[nH]1 | 60
CC(C)NC(=O)c1cc(-c2ccc(NC(=O)Nc3cc(C(F)(F)F)cc(C(F)(F)F)c3)cc2)nc2cccnc12 | 98[8.25 µM]
CNC(=O)c1cc(Oc2ccc3c(c2)sc2nc(-c4ccc(C(F)(F)F)cc4)cn23)ccn1 | 94
FC(F)(F)c1ccc2c(c1)n1cnnc1c1nncn21 | 104
N#Cc1c(NC(=O)c2ccc([N+](=O)[O-])s2)[n+]([O-])c2ccc(F)cc2[n+]1[O-] | 86
